Screening data deposited in PubChem by several laboratories.
CHO-K1 Ca PAM: nonselective calcium activators in parental CHO-K1 cells, primary screen, counter-screen for M1 PAM project, cell-based, Fluo-8 calcium fluorescence, full deck, 1536-well; ATP EC20; 0% at ATP EC20, 100% at ATP max; activation, % at 3 µM; 360,000 tested, 0.02% active; AID 602247, 2012;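 active means activation above the run cutoff, the mean activation of all test compounds plus 3 SD, cut at about 40% in these data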;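 further: peak over basal fluorescence ratio in a 140 s read after ATP addition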
TAAR1 ag: human TAAR1 agonists, primary screen, Fluo-8 calcium fluorescence, CHO RD-HGA16 cells; Trace amine-associated receptor 1 (Homo sapiens), Q96RJ0; activation, % at 3 µM; 360,000 tested, 0.99% active; vehicle wells 0%, saturating PEA agonist 100%;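 active means activation above the mean activation of all test compounds in the run plus 3 SD, cut at about 38% in these data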
Target sequence (Q96RJ0 whole entry, looked up): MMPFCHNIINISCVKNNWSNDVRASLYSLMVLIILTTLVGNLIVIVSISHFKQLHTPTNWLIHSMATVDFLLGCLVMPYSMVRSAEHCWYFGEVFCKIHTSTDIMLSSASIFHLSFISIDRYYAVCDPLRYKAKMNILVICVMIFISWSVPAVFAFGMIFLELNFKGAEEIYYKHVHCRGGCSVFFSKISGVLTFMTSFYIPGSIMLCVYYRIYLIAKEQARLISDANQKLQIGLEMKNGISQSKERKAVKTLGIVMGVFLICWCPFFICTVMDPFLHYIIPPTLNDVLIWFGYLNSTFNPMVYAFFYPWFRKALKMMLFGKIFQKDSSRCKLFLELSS
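System: CHO-derived RD-HGA16 cells with stable Gα16 and human TAAR1. Times: 17-24 h plating, Fluo-8 75 min 37 °C, 30 min RT. Measured by: calcium-sensitive Fluo-8 signal, excitation 470-495, emission 515-575 nm. Read-out basis: % activation relative to PEA EC100 response. Control set: DMSO and PEA EC100. Repeats: no replicates (n 1).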
CRFR2-BP ag: agonists of CRF-BP/CRF-R2 complex, primary screen, cell-based, HEK293, calcium dye fluorescence, uHTS; CRF-binding protein / CRF receptor 2 complex (human); calcium dye fluorescence (FLIPR); percent of saturating CRF peptide response; activation, % at 13.2 µM; 350,000 tested, 0.46% active;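 active means activation of at least 50%, plus an integration ratio under a set limit after plate pattern correction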;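 further: plate controls were neutral control wells without compound for no effect and CRF at EC100 for full effect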
CRFBP-R2 block: antagonists of CRF-BP/CRF-R2 complex, primary screen, cell-based, HEK293, calcium dye fluorescence, uHTS; CRF-induced calcium fluorescence; inhibition, % at 11.8 µM; 350,000 tested, 0.59% active;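 active means inhibition of the ligand-induced calcium signal above about 50% at the single tested concentration, limit read from the data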
TAAR1 antag: human TAAR1 antagonists, primary screen, Fluo-8 calcium fluorescence, CHO RD-HGA16 cells. antagonist. inhibition, % at 3 µM. 360,000 tested, 1.5% active. Trace amine-associated receptor 1 (Homo sapiens), Q96RJ0;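 active means inhibition above a per-plate cutoff, the mean inhibition of test compounds on that plate plus 3 SD, cut at about 49% in these data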;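 further: 0% = DMSO plus EC80 beta-PEA response and 100% = DMSO alone without agonist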
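System: CHO RD-HGA16 cells bearing hTAAR1. Reagent: EC80 β-phenethylamine stimulus. Schedule: seeding 17-24 h prior, 75-min 37 °C, 30-min RT dye loading. Signal: Fluo-8 intracellular calcium dye fluorescence, real-time kinetic reads. Read-out: % inhibition from peak post-agonist over basal fluorescence ratio. Benchmarks: vehicle wells and EC80 agonist wells. Replicates: n of 1.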
CHRM5 agonist: human M5 muscarinic receptor agonists, primary screen, CHO-K1 cells, Fluo-8 calcium fluorescence | CHO-K1 hM5 cells; 0% DMSO wells, 100% maximal acetylcholine response | 360,000 tested, 0.19% active | Muscarinic acetylcholine receptor M5 (Homo sapiens), P08912 | activation, % at 3 µM | AID 624037, 2012;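 active means activation above the run's mean over test compounds plus 3 SD, cut at about 23% in these data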;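 further: signal is peak over basal fluorescence ratio across the kinetic read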
M4 PAM: human M4 muscarinic receptor positive allosteric modulators, primary screen, CHO-K1 cells, Fluo-8 calcium fluorescence; CHO-K1 hM4/Gqi5, ACh EC20; 0% = ACh EC20, 100% = maximal ACh; activation, % at 3 µM; 360,000 tested, 0.4% active; AID 624126, 2012;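 active means activation above its plate's cutoff, the mean activation of sample wells plus 3 SD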; further: some results filed as inactive read as strong as hits
Target sequence (P08173 whole entry, looked up): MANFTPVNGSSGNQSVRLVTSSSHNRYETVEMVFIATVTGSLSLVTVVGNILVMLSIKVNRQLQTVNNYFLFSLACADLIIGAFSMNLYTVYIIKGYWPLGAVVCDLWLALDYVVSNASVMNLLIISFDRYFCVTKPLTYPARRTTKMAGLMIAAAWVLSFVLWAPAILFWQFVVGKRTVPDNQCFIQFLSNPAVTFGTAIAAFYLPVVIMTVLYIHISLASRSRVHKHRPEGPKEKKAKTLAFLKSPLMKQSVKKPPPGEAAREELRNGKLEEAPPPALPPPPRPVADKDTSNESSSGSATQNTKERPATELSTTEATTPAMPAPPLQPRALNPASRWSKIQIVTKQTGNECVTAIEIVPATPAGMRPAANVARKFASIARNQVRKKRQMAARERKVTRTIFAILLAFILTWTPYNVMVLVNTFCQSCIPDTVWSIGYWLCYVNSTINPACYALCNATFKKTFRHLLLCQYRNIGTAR
CHRM5 PAM: human M5 muscarinic receptor positive allosteric modulators, primary screen, CHO-K1 cells, Fluo-8 calcium fluorescence. CHO-K1 hM5, ACh EC20 PAM; 0% = ACh EC20, 100% = ACh EC100. activation, % at 3 µM. 360,000 tested, 0.3% active;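 active means activation above the run cutoff, the mean activation of all test compounds plus 3 SD, cut at about 18% in these data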
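Assay system: CHO-K1 hM5 cells. Also added: acetylcholine at EC20 concentration, added after compound. Dosing: 3 µM, single dose. Times: compound preincubation 140 s before EC20 acetylcholine addition. Signal: Fluo-8 calcium fluorescence. Measure: % activation relative to EC20 and EC100 ACh responses. Repeats: singlicate, one well per test compound.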
CHRM5 antagonist: human M5 muscarinic receptor antagonists, primary screen, CHO cells, Fluo-8 calcium fluorescence. Muscarinic acetylcholine receptor M5 (Homo sapiens), P08912. CHO-hM5 cells, ACh EC80. inhibition, % at 3 µM. 360,000 tested, 0.59% active;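 active means inhibition above a per-plate cutoff, the mean of that plate's test compounds plus 3 SD, cut at about 27% in these data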;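 further: 0% = acetylcholine EC80 with DMSO and 100% = DMSO without agonist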
The depositor's hits bear a star; / = not tested or not shown.

SMILES	CHO-K1 Ca PAM	TAAR1 ag	CRFR2-BP ag	CRFBP-R2 block	TAAR1 antag	CHRM5 agonist	M4 PAM	CHRM5 PAM	CHRM5 antagonist
CCOC(=O)c1ccc2cccc(C)n2c1=O	16	/	-1.8	5	/	-5	11	7	-8
CNC(=O)NCC12CC3CC(CC(C3)C1)C2	13	8	-2.2	-1	-8	5	3	3	-1
COc1ccc(OC)c(CCNC(=O)c2ccccc2NC(=O)C2=C(C)OCCS2)c1	-5	0	-1.6	-8	8	-3	-9	-6	1
O=S(=O)(c1ccc2ccccc2c1)N(CC(O)CN1CCOCC1)c1ccccc1 (stereo unspecified)	-6	6	1.9	-9	-2	-4	12	0	2
O=C1c2ccsc2SCCN1Cc1c(Cl)cccc1Cl	20	4	-3.0	4	-11	-6	-1	1	4
COc1ccc(C(=O)C2CCCN(C(=O)c3ccc(C(C)=O)s3)C2)c(C)c1 (stereo unspecified)	10	-2	-1.9	2	-9	-4	-4	-7	7
CCc1ccc(S(=O)(=O)N2c3ccc(C)cc3C3CN(C)CCC32)cc1 (stereo unspecified)	-6	10	0.7	-11	-11	-4	5	0	6
CC1CC(C)CN(CCCNS(=O)(=O)c2ccc3c(c2)CCN3C(=O)C2CC2)C1 (stereo unspecified)	13	1	1.5	-11	-20	-6	7	1	2
COc1ccc(NS(=O)(=O)c2cnc[nH]2)cc1	18	0	0.3	-5	5	1	8	3	7
C=CCc1ccc(OCCOCCOc2ccc(C)cc2[N+](=O)[O-])c(OC)c1	18	6	0.0	5	35	-4	-4	-1	0
O=C(O)c1nccnc1C(=O)Nc1ccc(Cl)cn1	-1	2	1.1	-1	4	-2	0	1	12
O=C(Nc1ccc(-c2csc(Nc3ccccc3)n2)cc1)c1cccc(C(F)(F)F)c1	17	5	0.3	-1	52*	1	-2	3	-2
O=C1CC(c2ccco2)CC(O)=C1C=Nc1ccccc1-c1ccccc1 (stereo unspecified)	9	1	-5.1	11	-2	-5	-2	-1	-2
O=S1(=O)CCC(N=Nc2c(O)n(Cc3ccccc3)c3ccccc23)C1 (stereo unspecified)	16	-1	1.1	-6	-19	-3	-3	2	5
COc1cc2c(cc1NC(=O)c1cccc([N+](=O)[O-])c1)oc1ccccc12	23	10	0.0	-34	-5	-1	8	1	3
C#CCn1c(=NC(=O)c2ccc(S(=O)(=O)N3CCCc4ccccc43)cc2)sc2cc(S(N)(=O)=O)ccc21	-6	2	2.6	-30	-42	4	1	-2	6
COc1ccc(OC)c(Nc2ncnc3sc(-c4ccccc4)cc23)c1	6	1	0.8	19	-3	-1	-10	-5	3
CC1CC(C)CN(C(=O)COC(=O)/C=C/c2ccco2)C1 (stereo unspecified)	-14	0	-0.8	16	-5	4	16	-6	-2
O=C(NCc1ccccc1C(F)(F)F)C1CCC(=O)N(C2CC2)C1 (stereo unspecified)	-9	2	1.0	-8	-11	1	3	12	-16
CCOC(=O)Cc1ccc(NCc2ccc(Cl)cc2)cc1	9	0	-6.1	13	7	-4	-5	-6	7
CC(NC(=O)C1CCCN1C(=O)OC(C)(C)C)C(=O)OCc1ccccc1 (stereo unspecified)	1	1	/	/	-19	1	0	-6	0
COCCN1CC(C(=O)NCc2ccccc2-n2ccnc2C)CCC1=O (stereo unspecified)	-12	2	1.4	1	-25	-2	-3	0	6
CC(C)C(=O)c1cc2c(cc1NC(=O)c1cccs1)OCCO2	10	14	7.3	-37	2	2	-1	2	-4
CCN(CC)C(=O)Oc1nnc(SC(C)C)n1-c1ccc(Cl)c(Cl)c1	26	45*	-1.2	-5	5	4	-6	-7	8
O=C1C2C3C=CC(CC3)C2C(=O)N1c1ccccc1F (stereo unspecified)	13	12	0.3	1	-10	1	-11	-8	7
COc1cccc(C2NC(=O)c3sc(=S)n(-c4ccccc4)c3N2)c1 (stereo unspecified)	5	12	-1.8	0	4	-1	2	-3	4
CC(=O)N1CN(Cc2ccccn2)Cc2c1sc1c2CCCC1	20	3	-1.3	1	-16	-4	6	6	-4
COc1ccc(N2CCN(C(=O)NC(=O)c3ccccc3)CC2)cc1	18	0	-0.8	5	-12	-4	6	-4	11
Brc1cnc2ccccc2c1N1CCCCC1	-23	6	-1.7	-12	-24	3	-7	11	4
Cc1ccc(S(=O)(=O)NC(CC(=O)NCc2ccco2)c2ccco2)cc1 (stereo unspecified)	17	11	-2.8	1	0	-4	13	2	-3

Only CRFBP-R2 block, for 4 of the compounds above:
SMILES	CRFBP-R2 block
CCN(CC)C(=O)Oc1nnc(SC(C)C)n1-c1ccc(Cl)c(Cl)c1	-5
O=C1C2C3C=CC(CC3)C2C(=O)N1c1ccccc1F (stereo unspecified)	1
COc1cccc(C2NC(=O)c3sc(=S)n(-c4ccccc4)c3N2)c1 (stereo unspecified)	0
CC(=O)N1CN(Cc2ccccn2)Cc2c1sc1c2CCCC1	1

Next section
SMILES	CHO-K1 Ca PAM	TAAR1 ag	CRFR2-BP ag	CRFBP-R2 block	TAAR1 antag	CHRM5 agonist	M4 PAM	CHRM5 PAM	CHRM5 antagonist
Cc1cc(C(=O)COC(=O)c2ccc(O)cc2)c(C)n1CC1CCCO1 (stereo unspecified)	2	5	0.8	6	-19	3	-2	-7	-14
O=S(=O)(NC1=NCCCCC1)c1ccc(F)cc1F	8	3	-0.1	7	-7	0	-1	4	0
CN1C(=O)C(C)(C)c2cc(S(=O)(=O)N3CCN(c4ccccc4F)CC3)ccc21	-6	1	0.9	24	-20	-1	7	-1	-8
Cc1ccc2c(C)c(C(=O)NCC3CCOCC3)oc2c1C	6	1	0.2	3	13	1	-5	-4	6
CCCCCn1c(CN2CCN(C(=O)c3ccco3)CC2)nc2c1c(=O)n(C)c(=O)n2C	16	-1	34	-54	-12	-1	4	2	-1
C=CCn1c(=NC(=O)c2cc(-c3cccs3)nc3ccccc23)sc2cc(S(N)(=O)=O)ccc21	24	1	1.6	-15	9	3	1	0	6
COc1cc2[nH]c(=O)n(CCC(=O)N3CCN(c4cccc(C)c4C)CC3)c(=O)c2cc1OC	7	1	0.8	-5	2	4	9	3	0
COc1ccc2c(c1)OC(c1ccccc1)(C(F)(F)F)NC2=O (stereo unspecified)	2	7	-0.2	14	4	-6	2	0	3
Oc1ccc(/C=N/Nc2ccnc3cc(Cl)ccc23)c(O)c1O	12	8	1.6	-11	3	1	8	5	-5
O=C(COC(=O)C1COc2ccccc2O1)Nc1ccc2c(c1)CCC2 (stereo unspecified)	3	5	2.3	10	5	-4	5	4	2

4 records drawn at random from those above, as already listed:
SMILES	CHO-K1 Ca PAM	TAAR1 ag	CRFR2-BP ag	CRFBP-R2 block	TAAR1 antag	CHRM5 agonist	M4 PAM	CHRM5 PAM	CHRM5 antagonist
C#CCn1c(=NC(=O)c2ccc(S(=O)(=O)N3CCCc4ccccc43)cc2)sc2cc(S(N)(=O)=O)ccc21	-6	2	2.6	-30	-42	4	1	-2	6
CCOC(=O)Cc1ccc(NCc2ccc(Cl)cc2)cc1	9	0	-6.1	13	7	-4	-5	-6	7
Cc1ccc2c(C)c(C(=O)NCC3CCOCC3)oc2c1C	6	1	0.2	3	13	1	-5	-4	6
O=C(NCc1ccccc1C(F)(F)F)C1CCC(=O)N(C2CC2)C1 (stereo unspecified)	-9	2	1.0	-8	-11	1	3	12	-16

Going on with the list:
SMILES	CHO-K1 Ca PAM	TAAR1 ag	CRFR2-BP ag	CRFBP-R2 block	TAAR1 antag	CHRM5 agonist	M4 PAM	CHRM5 PAM	CHRM5 antagonist
CCOC(=O)c1cc2c(=O)n3ccccc3nc2n(Cc2ccc(Cl)cc2)c1=N	19	0	12	-2	-25	-4	3	-2	10
NC(=O)COc1ccc(NS(=O)(=O)Cc2ccccc2)cc1	-7	1	0.4	-7	13	-4	-2	7	2
O=c1ccn([C@@H]2O[C@H](CNCc3ccc(-n4cccn4)cc3)[C@@H](O)[C@H]2O)c(=O)[nH]1	-1	1	-3.0	-1	0	1	10	-4	-6
CCCCONc1ncnc2nonc12	24	3	-3.5	16	-6	-5	2	-5	8
COc1ccc(NC(=S)N2CCN(S(C)(=O)=O)CC2)cc1OC	-26	1	0.3	-8	-21	-1	0	3	3
C=CCn1c(SCC(=O)NCCc2ccccc2)nnc1C(C)NC(=O)c1cccs1 (stereo unspecified)	22	49*	0.7	-10	-9	-1	-2	6	0
COc1ccccc1CNc1nc(Nc2cccc(-c3cnco3)c2)c2sccc2n1	-13	2	/	/	76*	2	-13	-19	23
Cc1ccc(NC(=O)c2ccc3nc[nH]c3c2)cc1C	-1	1	-0.3	-26	10	2	-3	-6	13
O=c1[nH]c(=O)n(C2OC(CO)C(O)C2O)cc1F (stereo unspecified)	12	/	-1.2	4	/	5	9	7	-1
CC(NC(=O)c1cccc(S(=O)(=O)N2CCN(Cc3ccccc3)CC2)c1)c1ccccc1Cl (stereo unspecified)	-24	1	1.8	-3	-16	1	-3	-7	14
COc1cc(S(=O)(=O)N(Cc2ccco2)C2CCCC2)ccc1-n1cnnn1	1	2	0.5	-5	7	-1	-4	-7	-6
CCOC(=O)C1=CCN(S(=O)(=O)c2ccc(C)cc2)C1c1ccc(Br)cc1 (stereo unspecified)	6	3	/	/	5	-4	-7	-6	-8
COCCCC1CCN(C(=O)C2CCC(=O)N(Cc3ccccc3F)C2)CC1 (stereo unspecified)	16	-1	1.3	-7	-13	-3	0	6	4
CCCC1(c2ccccc2)NC(=O)N(CC(=O)Nc2ccc3c(c2)OCCO3)C1=O (stereo unspecified)	2	12	-0.4	-4	16	11	7	1	5
COC(=O)Cc1ccc(OC(=O)C2CCN(S(=O)(=O)c3ccc(OC)c(OC)c3)CC2)cc1	10	2	1.0	0	-7	3	2	3	10
Cc1ccc(/C=C/c2nc3ccccc3c(=O)n2CCc2ccccc2)cc1	-15	2	17	-40	-20	-3	6	-6	6
CC(C)(C)NC(=O)COc1ccc(CNCc2ccccn2)cc1	-9	0	-0.2	22	6	-10	-6	4	10
Cc1ccccc1CN1CCc2c(OCC(=O)N3CCCCC3)cccc2C1=O	-8	2	-4.4	35	-13	-3	-10	3	0
CCOC(=O)CN1CC23C=CC(O2)C(C(=O)NCc2ccc(C)cc2)C3C1=O (stereo unspecified)	10	0	-1.0	-34	0	0	6	0	1
COC(=O)/C=c1/s/c(=C(/C#N)C(=O)NCc2ccccc2)n(-c2ccccc2)c1=O	12	5	0.9	26	12	-2	11	-3	-6
O=C(Cc1ccc([N+](=O)[O-])cc1)Nc1ccc(Cl)cc1	20	2	-4.9	8	-5	-2	-8	-2	-2
